# Screens deposited in PubChem by National Center for Advancing Translational Sciences (NCATS).
# D1 antag: antagonists of human D1 dopamine receptor. P21728. HEK293 TREx D1 cells, calcium flux, dopamine EC80; stronger effect = lower value. activity change, negative = inhibition, % at 10 µM. hit rate 3.2% among 360,000. AID 504652; in the data active = activity change below about -30%; also: % is scaled to controls: 0 for no effect and ±100 for the full control effect
#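 Allosteric or orthosteric antagonism assessed as attenuation of the calcium response to EC80 dopamine, added 180 s after compound, in induced HEK293 Trex D1 cells loaded with no-wash calcium dye.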
# RXFP1 antagonist: RXFP1 (human) relaxin receptor antagonism. Q9HBX9. HEK293-RXFP1, relaxin-stimulated cAMP HTRF, 30 min; stronger effect = lower value. activity change, negative = inhibition, % at 57.5 µM. hit rate 0.59% among 350,000;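 active = activity change of -60% or lower, but not beyond a set lower limit; inconclusive = change between -60% and -40%, or beyond the set limit; inactive = change above -40%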; also: % is scaled to controls: 0 for no effect and ±100 for the full control effect
# Anesthetic bind: candidate novel general anesthetic via apoferritin binding; P02791; apoferritin/1-aminoanthracene competitive binding, fluorescence; Potency, µM (doses to about 77.5 µM), inactives show at the highest dose activity change, negative = displacement, hits mostly inhibitors; hit rate 0.074% among 350,000; AID 485281; also: potency is read from the fitted curve at half-maximal effect; % is scaled to controls: 0 for no effect and ±100 for the full control effect; nearly all actives have a fitted effect of over 20% in size
# Target sequence (P02791 2-175 limits assumed): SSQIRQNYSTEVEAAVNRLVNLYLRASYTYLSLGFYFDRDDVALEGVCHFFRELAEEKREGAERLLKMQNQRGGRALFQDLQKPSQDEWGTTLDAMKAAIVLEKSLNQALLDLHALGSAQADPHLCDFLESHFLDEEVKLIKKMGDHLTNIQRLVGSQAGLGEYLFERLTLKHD
#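 Horse-spleen apoferritin (10 uM) in 50% saturated 1-aminoanthracene in PBS was incubated 10 min at room temperature with compound. Fluorescence (ex 380, em 535 nm) was normalized to free and bound 1-AMA, with concentration-response fitted by a four-parameter Hill equation.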
# TRHR ag: agonists of human TRH receptor; TRHR cells, calcium flux fluo-8, FDSS agonist mode; activation, % at 2 µM; hit rate 0.18% among 360,000; AID 493084; in the data active = activation above about 30%; also: 0% is about no effect
# Target sequence (P34981 whole entry, looked up): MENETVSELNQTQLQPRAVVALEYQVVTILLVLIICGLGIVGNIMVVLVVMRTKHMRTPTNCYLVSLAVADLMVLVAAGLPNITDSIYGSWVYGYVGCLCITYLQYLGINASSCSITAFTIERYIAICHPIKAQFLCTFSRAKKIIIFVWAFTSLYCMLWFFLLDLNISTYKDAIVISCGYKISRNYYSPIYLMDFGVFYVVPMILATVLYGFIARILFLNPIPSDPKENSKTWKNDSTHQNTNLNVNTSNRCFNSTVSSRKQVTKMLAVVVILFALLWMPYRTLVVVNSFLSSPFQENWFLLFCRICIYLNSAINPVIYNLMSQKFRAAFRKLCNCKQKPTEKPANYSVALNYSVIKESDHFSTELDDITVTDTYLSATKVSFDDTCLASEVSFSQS
#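 Fluo-8-loaded TRHR cells; 10 s baseline, compound added, kinetic Ca2+ fluorescence read 1/s, agonist mode.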
# D2 PAM: positive allosteric modulators of human D2 dopamine receptor. potentiation, % at 10 µM. HEK293 T-REx D2, calcium flux, EC20 dopamine potentiation. AID 485347. hit rate 0.34% among 340,000. P14416;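 active = potentiation over 3 SD above the plate norm, cut at about 30% in these data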; also: 0% is about no effect
# Target sequence (P14416 whole entry, looked up): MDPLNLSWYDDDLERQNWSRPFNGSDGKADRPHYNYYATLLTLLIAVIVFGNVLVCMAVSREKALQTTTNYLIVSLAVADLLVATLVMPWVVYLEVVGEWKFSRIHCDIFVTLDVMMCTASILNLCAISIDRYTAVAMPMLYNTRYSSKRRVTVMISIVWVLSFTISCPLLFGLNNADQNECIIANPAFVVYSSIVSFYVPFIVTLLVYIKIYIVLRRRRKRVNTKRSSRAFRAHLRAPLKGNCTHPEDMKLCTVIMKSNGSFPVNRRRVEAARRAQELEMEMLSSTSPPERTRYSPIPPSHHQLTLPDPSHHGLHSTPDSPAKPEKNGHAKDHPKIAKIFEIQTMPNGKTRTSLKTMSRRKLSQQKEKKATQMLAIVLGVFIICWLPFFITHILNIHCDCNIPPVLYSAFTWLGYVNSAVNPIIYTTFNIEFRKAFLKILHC
#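 Tetracycline-induced HEK293 T-REx cells force-coupled to calcium signalling expressed D2; compounds were pin-added after a 10 s baseline, read kinetically 180 s, then an EC20 dopamine challenge followed with a further 180 s calcium read.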
# RXFP1 ag: activates the human relaxin receptor RXFP1 | HEK293T-RXFP1 cAMP TR-FRET, 30 min; response scale: percent of porcine relaxin response, buffer zero | Potency, µM (doses to about 57.5 µM), for the others: at the highest dose activation, hits mostly activators | hit rate 0.3% among 370,000 | AID 2676; also: potency is read from the fitted curve at half-maximal effect; % is scaled to controls: 0 for no effect and ±100 for the full control effect; nearly all actives have a fitted effect of over 60% in size; many of its hits are not listed in these tables
#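 HEK293 cells stably expressing RXFP1, treated 30 min at 37C with compounds plus PDE4 inhibitor Ro 20174; cAMP measured by HTRF TR-FRET. Normalized to buffer and 29 nM porcine relaxin; EC50 by Hill fit.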
# TRHR PAM: allosterically enhances the human TRH receptor | enhancement, % at 2 µM | TRHR cells, fluo-8 calcium fluorescence, EC20 TRH enhancement | P34981 | hit rate 0.66% among 360,000; in the data active = enhancement above about 30%; also: 0% is about no effect
#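 TRHR-expressing cells loaded with fluo-8 calcium dye were read kinetically (ex 480/em 530) during compound addition, then stimulated with an EC20 of TRH (10 nM final). Enhancement of the Gq-mediated intracellular calcium response was scored.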
# D1 agonist: agonists of human D1 dopamine receptor; HEK293 T-REx D1 cells, calcium flux, agonist mode; activation, % at 2 µM; hit rate 1% among 360,000; in the data active = activation above about 30%; also: 0% is about no effect
#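 Agonism was scored from calcium flux recorded over 180 s (1 read/s) after pintool compound addition, following a 10-cycle baseline. Cells were inducible force-coupled HEK293 TREx D1, plated overnight at 30 C and loaded with no-wash calcium dye.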
# D1 potentiator: human D1 dopamine receptor positive modulation; P21728; hit rate 0.036% among 360,000; AID 504651; potentiation, % at 10 µM; HEK293 TREx D1 cells, calcium flux, dopamine EC20 potentiation; in the data active = potentiation above about 30%; also: 0% is about no effect
# * marks the source's active call; other numbers are inactive results; ? = inconclusive; . = not tested or not shown; & = joins results of further samples; [ ] = another dose, or the depositor's remark. Unless noted, calls follow the shape of the dose curve; as a rule, active = well fitted curve in the direction sought with a large enough effect; inconclusive = small, poorly fitted or top-dose-only effect, or another doubt; inactive = no such curve, though single readings can be large; an effect the other way counts as inactive or inconclusive. Some of the compounds tested; the hit share may differ from the screen's.
# The line under a structure holds: RXFP1 ag	D1 antag	D1 agonist	Anesthetic bind	D1 potentiator	RXFP1 antagonist	TRHR ag	D2 PAM	TRHR PAM
1. COCCN(C(=O)COC(=O)c1ccc(Cl)nc1)c1c(N)n(Cc2ccccc2)c(=O)[nH]c1=O
→ 2.0%	1.9	2.8	.	2.5	-17.4	0.3	-8.6	-1.9
2. COc1ccc(Cc2n[nH]c(=S)n2NC(=O)Nc2ccc(C)cc2)cc1
→ 1.0%	0.1	4.4	-6.8%	-5.8	-10.2	0.4	2.5	-6.6
3. O=C(O)C1=C[C@@H](C2CCCCC2)C[C@@H](OCc2ccc(CO)cc2)O1
→ 0.1%	9.8	-2.8	-2.7%	-0.8	.	0.1	-16.9	-1.2
4. COc1cc2cc(CN(Cc3nnnn3Cc3ccco3)C3CCCCC3)c(=O)[nH]c2cc1OC
→ -2.0%	3.8	3.9	2.1%	6.9	-21.0	-0.4	-5.2	14.8
5. Cc1nc(N)sc1-c1csc(Nc2ccc(S(N)(=O)=O)cc2)n1
→ 0.8%	2.0	3.5	-6.9%	-4.4	3.0	-0.3	-5.5	-3.6
6. O=C(Nc1c(Cl)cccc1Cl)C1CCN(C(=O)c2cccs2)CC1
→ 1.5%	-18.1	0.3	-11.3%	-4.4	-4.3	-0.1	5.0	2.5
7. CCOc1ccccc1NC(=O)Cn1c(=O)n(-c2ccc(C)c(C)c2)c(=O)c2c(C)c(C(=O)N(C)C)sc21
→ 4.3%	8.1	1.9	?	-1.1	-4.5	-0.3	6.2	-0.6
8. O=C(Oc1cccc2cccnc12)c1cccc(N2C(=O)C3C4CCC(C4)C3C2=O)c1 (centres undefined)
→ 0.0%	4.5	3.5	-17.7%	-4.0	-1.6	0.6	3.3	7.6
9. CCOC(=O)c1csc(NC(=O)CSc2nnnn2CC)n1
→ 1.7%	-8.9	1.5	-9.5%	6.3	-19.0	0.5	-3.8	2.5
10. COc1ccc(NC(=O)Cn2nc([N+](=O)[O-])c(Cl)c2C)cc1OC
→ 0.3%	-0.5	1.8	-0.2%	-0.4	5.4	0.3	-8.5	5.1
11. Cc1ccc([N+](=O)[O-])cc1N=C(c1cccc(Br)c1)N1CCOCC1
→ 1.4%	-3.4	3.8	?	-0.9	-20.3	-0.3	0.8	2.7
12. O=C(O)c1ccc2c(c1)C(=O)N(c1cccc3ccccc13)C2=O
→ -2.8%	13.7	2.6	-1.6%	-4.8	-16.1	0.8	-3.5	-5.0
13. COc1c2ccoc2c(OC)c2oc(=O)ccc12
→ 0.0%	-0.6	0.0	-2.1%&-7.7%	-0.8	.	-1.2	15.5	3.6
14. O=C1C2=C(C(c3ccccc3)=NCCN2)C(c2cccc([N+](=O)[O-])c2)N1c1ccccc1 (centres undefined)
→ -0.1%	-0.2	4.2	-2.0%	-1.6	-8.6	1.5	11.1	1.0
15. CCOC(=O)c1cc2cc(C)ccc2[nH]1
→ 2.9%	-12.1	2.5	?	-3.8	2.6	0.8	-1.8	-2.3
16. Cc1ccc(S(=O)(=O)N2CCCCC2)cc1NC(=O)CNc1ccc(C(F)(F)F)cc1
→ 0.2%	1.8	0.5	.	3.1	-14.9	0.8	-2.1	3.2
17. C/C(=N\Nc1cc(N2CCOCC2)nc(C)n1)c1cccc([N+](=O)[O-])c1
→ 0.3%	-14.6	-1.1	-11.0%	3.9	-1.1	-0.3	-1.9	0.3
18. O=S(=O)(c1ccccc1F)N1CCN(CC(O)c2ccccc2)CC1 (centres undefined)
→ -0.6%	12.7	0.2	-7.7%	2.0	7.3	0.1	28.3	-0.2
19. CCOc1cc(C(=O)Nc2ccc(NC(C)=O)cc2)ccc1OCC(=O)N1CCCCC1
→ 1.2%	-3.3	3.3	-2.1%	-5.8	-1.3	-0.1	5.0	3.8
20. O=C1CCC(/C=C/c2ccccc2)=NN1Cc1ccc(F)cc1
→ -2.5%	-18.5	0.7	-12.6%	-4.6	-10.1	0.3	4.2	2.2
21. COc1ccccc1NC(=O)CCN1CCCCCC1
→ 2.2%	-12.3	5.4	-18.5%	0.2	15.6	-0.2	-8.6	-8.3
22. CC(C)CCOP(=O)(c1ccc(N(C)C)cc1)C(O)c1c(Cl)cccc1Cl (centres undefined)
→ 0.5%	-1.1	0.1	-20.0%	-4.2	0.9	-0.5	-2.6	-7.4
23. CC(C)C[C@@H](CSc1ccc(Br)cc1)N1CCN(C)CCC1=O
→ -2.9%	21.9	10.0	-3.5%	2.2	.	-0.6	8.8	5.7
24. C#CCOCCOCCOCCNc1nc(N2CCN(C(=O)CCCCCCCCCCNC(=O)[C@H]([C@@H](C)CC)n3cc(CCCCCN)nn3)CC2)nc(N2CCN(C(=O)CCCCCCCCCCNC(=O)[C@H](CCCCN)n3cc(CCCC(=O)O)nn3)CC2)n1
→ 0.7%	59.6	34.6*	.	26.4	.	2.0	-7.1	-0.2
25. CC1(NC(=O)CCS(=O)(=O)c2ccc(Cl)cc2)CCS(=O)(=O)C1 (centres undefined)
→ -1.0%	-7.8	0.6	.	-2.5	-2.4	-1.6	9.4	-7.3
26. CCC(=O)N1N=C(c2ccc(OC)cc2)CC1c1cn(-c2ccccc2)nc1-c1cccs1 (centres undefined)
→ -10.5%	7.9	1.5	2.7%	0.4	.	-1.0	-4.6	0.3
27. CCC(=O)NC(c1ccc([N+](=O)[O-])cc1)c1c(O)ccc2ccccc12 (centres undefined)
→ -1.0%	-37.1*	12.9	0.4%	0.1	-20.2	0.2	13.5	3.3
28. CN(C(=O)c1cnccn1)c1nnc(-c2cnccn2)s1
→ -0.1%	-11.2	1.0	-10.5%	-0.4	4.3	1.2	0.4	-0.3
29. O=C(CSc1nc2c([nH]c3ccccc32)c(=O)n1-c1ccccc1)N1CCCCC1
→ 3.2%	-12.8	0.6	6.4%	-3.8	12.6	0.4	-5.7	-1.6
30. Cc1ccc2cc(CN(C(=O)c3cccnc3)C(C)C)c(=O)[nH]c2c1
→ 0.1%	2.8	0.1	2.0%	-0.3	-6.3	0.1	-8.5	-2.2

# The closing 2 entries of the part before open the next one:
# The line under a structure holds: RXFP1 ag	D1 antag	D1 agonist	Anesthetic bind	D1 potentiator	RXFP1 antagonist	TRHR ag	D2 PAM	TRHR PAM
29. O=C(CSc1nc2c([nH]c3ccccc32)c(=O)n1-c1ccccc1)N1CCCCC1
→ 3.2%	-12.8	0.6	6.4%	-3.8	12.6	0.4	-5.7	-1.6
30. Cc1ccc2cc(CN(C(=O)c3cccnc3)C(C)C)c(=O)[nH]c2c1
→ 0.1%	2.8	0.1	2.0%	-0.3	-6.3	0.1	-8.5	-2.2
31. CCCCSc1nc(N)c(C#N)c(-c2cccs2)c1C#N
→ 3.7%	-12.7	9.1	-10.2%	-2.5	-6.6	0.5	8.1	2.4
32. CCC1(CC)Cc2ccccc2C(=O)N1
→ 17.0%	14.6	3.3	2.3%	6.8	-10.2	-0.7	2.0	-1.8
33. O=C(N/N=C/c1cccc(OCC(=O)N2CCCC2)c1)C(=O)Nc1ccccc1F
→ 2.3%	5.0	1.4	1.0%	-1.8	-6.3	0.0	4.6	-4.6
34. CC1(C)CC(=O)c2cn3c(nc2C1)nc1ccccc13
→ 8.1%	-13.6	-0.5	-1.2%	-6.0	-6.7	0.5	3.1	1.5
35. COc1cc(/C=C/C(=O)Nc2nnc(C(C)(C)C)s2)cc(OC)c1OC
→ -0.2%	-3.4	1.0	-0.8%	-2.0	-13.3	2.5	-1.7	1.4
36. CC(=O)c1cccc(S(=O)(=O)N2CCn3cccc3C2C)c1 (centres undefined)
→ 0.9%	-1.3	1.8	.	12.7	3.5	1.5	4.0	2.5
37. CC(=O)c1ccc(NC(=O)c2ccc3c(=O)n4c(nc3c2)CCCCC4)cc1
→ -2.9%	-44.5*	10.3	-7.3%	-3.7	-11.0	-0.2	-1.4	0.3
38. N=c1ccn(Cc2ccc(Cl)cc2Cl)cc1
→ 2.5%	-3.1	1.3	-10.2%	3.2	-5.3	-1.1	.	10.8
39. O=C(c1ccc(Cl)cc1)c1ccccc1C(=O)N1CCOCC1
→ 0.6%	1.1	3.3	-12.6%	-8.4	-13.4	-0.1	8.4	4.2
40. CCC(C(=O)Nc1ccccc1C(=O)OC)n1c(C)c2cnn(-c3ccccc3)c(=O)c2c1C (centres undefined)
→ 0.2%	11.0	11.8	-5.8%	0.9	.	1.1	-1.7	-4.5
41. COc1ccccc1C(=O)Nc1ccc2[nH]ncc2c1
→ -2.2%	-2.0	1.2	-6.1%	-1.3	6.2	-0.1	0.2	-18.2
42. COc1ccc(CCNC(=O)CCCN2C(=O)c3ccccc3C2=O)cc1
→ 2.7%	11.5	1.7	-9.3%	0.6	-7.1	-0.4	-0.5	-1.4
43. COc1ccc(/C=C/C(=O)N(C)c2ccccc2C(=O)O)cc1
→ -1.9%	4.0	3.3	-3.4%	-12.9	-9.4	0.2	2.5	-4.2
44. O=C(COc1coc(CN2CCCc3ccccc32)cc1=O)Nc1cccc([N+](=O)[O-])c1
→ 1.7%	9.2	-0.1	.	-5.6	-19.2	0.0	0.3	-0.2
45. O=C(NCc1cccnc1)c1cccn2c(=O)c3sccc3nc12
→ 8.2%	-4.3	-0.7	36.7%[activator]	-2.7	-1.1	0.1	1.0	7.4
46. O=C(CNC(=O)c1sc2ccccc2c1Cl)NCc1cccc(C(F)(F)F)c1
→ 8.8%	13.3	3.4	.	-6.3	-8.4	0.2	-3.7	0.7
47. C[n+]1ccccc1N1CCN(c2ccccc2Cl)CC1
→ -1.6%	-1.3	1.2	3.5%	-2.5	1.5	0.4	7.3	0.3
48. COc1ccc(OC)c(NC(=O)CSc2nc3ccccc3nc2N2CCCCC2)c1
→ 2.4%	-1.5	4.5	30.3%[activator]	-3.9	.	0.6	-0.2	-0.1
49. COc1ccc(OCC(=O)Nc2cc(C)c(Cl)cc2OC)c([N+](=O)[O-])c1
→ 1.3%	-9.3	2.8	-5.0%	-7.2	20.5	-0.3	10.9	-1.9
50. O=C(CSc1ncc2c(n1)-c1ccccc1N(Cc1ccc(Cl)cc1)S2(=O)=O)c1ccc(Cl)cc1
→ 20.8%	-0.4	2.2	-13.7%	1.8	1.3	0.1	0.5	-2.6
51. Cc1ccccc1C(=O)N1CCC(C(=O)N2CCCc3ccccc32)CC1
→ -0.5%	28.4	1.7	.	0.0	-4.1	2.5	-7.6	3.0
52. O=C(NCc1cccnc1)NC1CC(=O)N(c2ccc3c(c2)OCCO3)C1 (centres undefined)
→ -0.8%	-9.4	3.5	-1.3%	-2.4	-4.5	0.5	-2.2	4.7
53. CC1(C)c2[nH]c3ccccc3c2C[C@H]2C(=O)N(N)CC(=O)N21
→ -1.1%	-3.6	0.7	-8.6%	0.5	-6.5	-0.3	22.3	9.0
